Source: PubChem
IP6K1 inh: blocks human inositol hexakisphosphate kinase 1. 140,000 compounds, 0.81% hits. IP6K1 kinase, ADP-Glo luminescence, 2 h; hits give low values. activity change, % (series mostly up to about 58 µM); in the data active = activity change below about -25%
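ADP-Glo luminescence measures ADP made by human IP6K1 during a 2 h RT reaction with ATP/IP6 (mix at 1.3 mM/130 uM); top library doses 57.5 and 19.1 uM final.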
GPT2 inhibitor: inhibitors of human GPT2 alanine aminotransferase. Potency, µM (series often up to 57.7 µM), for inactives: top-dose activity change, negative = inhibition, usual class: inhibitors. Recombinant GPT2, coupled pyruvate oxidase/HRP Amplex Red fluorescence. Q8TD30. 100,000 compounds, 0.25% hits. AID 1671188; also: potency is read from the fitted curve at half-maximal effect; nearly all actives have a fitted effect of over 60% in size; many of its hits are not listed in these tables
Target sequence (Q8TD30 whole entry, looked up): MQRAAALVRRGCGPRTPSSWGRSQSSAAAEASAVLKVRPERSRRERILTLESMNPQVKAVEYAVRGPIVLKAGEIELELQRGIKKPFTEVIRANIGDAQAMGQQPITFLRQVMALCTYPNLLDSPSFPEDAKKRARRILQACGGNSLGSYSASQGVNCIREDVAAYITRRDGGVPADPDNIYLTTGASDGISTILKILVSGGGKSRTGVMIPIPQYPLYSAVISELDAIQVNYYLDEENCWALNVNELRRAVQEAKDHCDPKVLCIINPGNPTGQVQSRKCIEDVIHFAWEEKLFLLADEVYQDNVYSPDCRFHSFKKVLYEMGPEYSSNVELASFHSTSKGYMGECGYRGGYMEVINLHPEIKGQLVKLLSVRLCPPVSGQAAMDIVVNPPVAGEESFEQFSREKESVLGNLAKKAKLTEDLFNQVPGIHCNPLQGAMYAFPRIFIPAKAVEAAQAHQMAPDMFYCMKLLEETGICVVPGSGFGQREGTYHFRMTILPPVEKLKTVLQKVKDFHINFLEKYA
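GPT2 10ng/uL, a-KG 250uM, L-Ala 2mM, HEPES pH7.5 + 0.0001% Tween; 30 min RT. Then Amplex mix (PO/HRP/ThPP), 30 min RT dark, fluorescence. AOA 50uM used as positive control.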
FLuc inh: blocks purified firefly luciferase enzyme activity; purified P. pyralis luciferase, luminescence, biochemical; 76,000 compounds, 2.5% hits; P08659; AID 1347043; Potency, µM (highest dose often 115 µM), without a hit: top-dose activity change, negative = inhibition, most hits filed as inhibitors; also: potency is read from the fitted curve at half-maximal effect; nearly all actives have a fitted effect of over 65% in size
Target sequence (P08659 whole entry, looked up): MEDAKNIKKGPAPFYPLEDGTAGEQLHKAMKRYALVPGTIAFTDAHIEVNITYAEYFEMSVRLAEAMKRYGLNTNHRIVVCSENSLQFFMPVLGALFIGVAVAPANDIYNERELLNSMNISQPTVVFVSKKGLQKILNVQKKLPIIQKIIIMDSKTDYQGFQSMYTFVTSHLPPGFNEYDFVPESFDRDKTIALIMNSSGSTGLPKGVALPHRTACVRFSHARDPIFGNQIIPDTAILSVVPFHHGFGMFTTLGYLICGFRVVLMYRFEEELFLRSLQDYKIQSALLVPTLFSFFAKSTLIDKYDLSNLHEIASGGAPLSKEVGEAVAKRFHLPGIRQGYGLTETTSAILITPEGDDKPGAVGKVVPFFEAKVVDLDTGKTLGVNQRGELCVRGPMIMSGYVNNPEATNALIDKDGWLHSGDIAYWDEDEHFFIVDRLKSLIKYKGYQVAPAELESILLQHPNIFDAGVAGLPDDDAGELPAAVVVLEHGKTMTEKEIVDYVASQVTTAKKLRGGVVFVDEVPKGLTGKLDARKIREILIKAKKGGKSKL
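Luminescence read by CCD imager after adding enzyme (10nM final) to wells holding compound, titrated in qHTS. Substrates 10uM each D-luciferin and ATP; buffer 50mM Tris acetate pH 7.5, 10mM Mg acetate, Tween-20, BSA.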
HEK cytotox: kills HEK 293 cells | HEK 293 viability, ATP luminescence (CellTiter-Glo), 48-72 h | Potency, µM (top dose mostly 115 µM), without a hit: at the top dose activity change, negative = cytotoxicity, usual class: inhibitors | 94,000 compounds, 6.6% hits; also: potency is read from the fitted curve at half-maximal effect; nearly all actives have a fitted effect of over 60% in size
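Luminescence from cellular ATP, measured with CellTiter-Glo, indicates HEK 293 viability. Cells plated at 250 cells/well are treated with compound for 48 or 72 hr at 37 degree Celsius before reagent addition.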
SNCA viab count: reduces viability of HEK-293 SNCA reporter cells | Potency, µM (highest dose often 57.1 µM), for the others: at the highest dose activity change, negative = cytotoxicity, usual class: cytotoxic | HEK-293-SNCA-luc viability, GF-AFC fluorescence, 24 h | 150,000 compounds, 0.12% hits;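 also: potency is read from the fitted curve at half-maximal effect; 0% = DMSO-treated cells and -100% = medium-only wells without cells; nearly all actives have a fitted effect of over 30% in size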
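HEK-293-SNCA-luc cells (1500/well) plated 24 h, then exposed 24 h to a dilution series; GF-AFC added 30 min at 37C, fluorescence 405/540 nm; normalised to medium-only and DMSO wells, Hill fit.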
3T3 cytotox: NIH 3T3 cell cytotoxicity; Potency, µM (doses to about 96.7 µM), without a hit: at the top dose activity change, negative = cytotoxicity, most hits filed as inhibitors; AID 1345082; NIH 3T3 viability, CellTiter-Glo ATP luminescence, 48-72 h; 94,000 compounds, 4.3% hits; also: potency is read from the fitted curve at half-maximal effect; nearly all actives have a fitted effect of over 55% in size
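Cytotoxicity was measured by CellTiter-Glo ATP luminescence after 48 or 72 h compound exposure at 37 °C. Mouse NIH 3T3 fibroblasts were seeded at 400 cells/well and dosed by 23 nL pin transfer.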
SNCA expr inh: SNCA gene expression inhibition | HEK-293 SNCA-luciferase knock-in, luminescence, 24 h | Potency, µM (series often up to 57.2 µM), inactives show at the highest dose activity change, negative = inhibition, actives largely listed as inhibitors | 140,000 compounds, 0.17% hits | AID 1671194;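 also: potency is read from the fitted curve at half-maximal effect; plate controls were DMSO cells for no effect and cell-free wells for full effect; nearly all actives have a fitted effect of over 45% in size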
* hit, by the source's call; i = inactive; ? = inconclusive; · = not tested or not shown; [ ] = another dose, or the depositor's remark. Unless noted, calls follow the shape of the dose curve; as a rule, active = well fitted curve in the direction sought with a large enough effect; inconclusive = small, poorly fitted or top-dose-only effect, or another doubt; inactive = no such curve, though single readings can be large; an effect the other way counts as inactive or inconclusive. Unless noted, % is scaled to controls: 0 for no effect and ±100 for the full control effect. Some of the compounds tested; the hit share may differ from the screen's.

(1) Cc1ccc(-c2nc3ccccn3c2Nc2ccccc2C)s1
(2) Cc1ccc(-c2cccc(CN3CCCC3C(=O)NCc3cccc(C(F)(F)F)c3)c2)cc1Cl (stereo not given)
(3) Cc1cccc(NC(=O)c2ccc3c(c2)CCN3S(=O)(=O)c2ccccc2)c1C
(4) O=C1CCN(S(=O)(=O)c2ccccc2)CCCN(Cc2ccccc2)CCN1
(5) CC(C)=CCN1CCN(C(=O)CCOc2ccccc2)[C@H]2CS(=O)(=O)C[C@H]21
(6) CN1CCC(C(=O)N2Cc3ccccc3CC3(CCN(Cc4ccc(O)cc4)C3)C2)CC1 (stereo not given)
(7) COCCNC(=O)C[C@@H]1C[C@H]2O[C@H](CNC3CCN(C)CC3)[C@@H](O)[C@H]2O1
(8) COC1C(=O)N(CC2CC2)C12CCN(C(=O)C1CC1)CC2 (stereo not given)

entry no.,1,2,3,4,5,6,7,8
SNCA expr inh,1%,·,?,-4%,-4%,-12%,2%[87.6 µM],-7%
GPT2 inhibitor,·,·,·,-6%,0%,i,2%[88.5 µM],-4%
HEK cytotox,·,40µM*,·,i,-2%,-17%,1%[172 µM],-9%
IP6K1 inh,3,10,-11,0,6,-8,0,7
3T3 cytotox,·,40µM*,·,-7%,-16%,-11%,-1%[174 µM],-12%
SNCA viab count,-8%,·,-3%,8%,-2%,-10%,8%[87.6 µM],11%
FLuc inh,·,·,·,2%,-2%,·,-1%[172 µM],0%

(9) CC(C)CC(=O)N1CCCCCNC(=O)CC1c1ccccc1 (stereo not given)
(10) COC(=O)C1=C(C)N=C2SC=C(CC(=O)NCc3ccc(F)cc3)N2C1c1cccc(OC)c1 (stereo not given)
(11) COc1ccc(NC(C)=O)cc1NC(=O)Cn1nc2c(cc1=O)CCCCC2
(12) CC(C)c1noc(-c2cn(C3CCN(C(=O)c4ccccc4)CC3)nn2)n1
(13) CCNc1cc(N2CCC(CCC(=O)NC3CCCC3)CC2)ncn1
(14) CC(C)CNC(=O)N1CCCCCCNC(=O)[C@@H]2CCC[C@@H]21
(15) COc1ccc(C(=O)N[C@@H]2CCC[C@@H]2C(=O)NCc2ccc(C)o2)cc1
(16) O=C(NCc1ccc(Cl)cc1)c1ccc2nnc(-c3ccc(Cl)cc3)n2c1

entry no.,9,10,11,12,13,14,15,16
SNCA expr inh,5%,-9%,19%,15%,2.2µM*,6%,5%,?
GPT2 inhibitor,i,i,i,-6%,?,i,-2%,0%
HEK cytotox,i,40µM*,8%,-14%,-29%,-10%,?,?
IP6K1 inh,10,-2,-3,14,14,13,0,5
3T3 cytotox,-6%,?,?,-8%,-17%,-27%,?,?
SNCA viab count,-7%,8%,0%,-2%,-1%,3%,-16%,-17%
FLuc inh,3%,-2%,8%,20%,-16%,-3%,-6%,·

(17) O=C1OCC2=C1C(c1cccs1)NC(=O)N2CC(=O)N1CCCCC1 (stereo not given)
(18) Cc1cc(NC(=O)Nc2ccc(N(C)C)cc2)c2cc(F)cc(F)c2n1
(19) CCc1ccccc1NC(=O)c1cc2c(=O)[nH]c(C)cn2n1
(20) CCc1nncn1C1CCN(S(=O)(=O)c2c(C)noc2C)C1 (stereo not given)
(21) Cc1cccc(C(=O)N2CCc3[nH]nc(C(=O)NCCCc4ccccc4)c3C2)c1
(22) COc1ccc(S(=O)(=O)NCCc2sc(C)nc2C)cc1
(23) Cn1c(=O)c2c(nc(SCC(=O)Nc3ccccc3F)n2Cc2ccc(Cl)cc2)n(C)c1=O
(24) CNS(=O)(=O)c1cn(CC(=O)Nc2cccc(C(F)(F)F)c2)cc1S(=O)(=O)NC

entry no.,17,18,19,20,21,22,23,24
SNCA expr inh,13%,-13%,58%[activator],-7%,-18%,-6%,5%,10%
GPT2 inhibitor,i,-21%,3%,2%,2%,·,·,·
HEK cytotox,-10%,·,-3%,3%,?,·,·,·
IP6K1 inh,-8,·,1,7,5,11,4,9
3T3 cytotox,-24%,·,i,0%,?,·,·,·
SNCA viab count,8%,-4%,-5%,4%,1%,-20%,4%,0%
FLuc inh,-9%,·,13µM*,-5%,-14%,·,·,·

(25) CCCCOC(=O)c1ccc(OC(=O)c2sc3ncn(Cc4ccccc4Cl)c(=O)c3c2C)cc1
(26) Cc1ccc(C(=O)N2CCCC3(CNc4ccccc4[S+](=O)([O-])N3)C2)cc1 (stereo not given)
(27) CCN1C(=O)COC[C@@H]1C(O)c1ccc(NC(=O)Cc2ccc(OC)cc2)cc1 (stereo not given in full)
(28) Cc1cc(C)n2c(Nc3ccccc3C)c(-c3cccs3)nc2n1
(29) CC(C)CCN1C[C@@H]2C(=O)N(Cc3ccc4c(c3)OCO4)C(=O)[C@@H]2C1
(30) Cc1cc(C)n(CC(=O)N2CCOCC(CO)C2)c(=O)n1 (stereo not given)
(31) COc1ccc(CN2CC[C@H](c3nnc(-c4ccncc4)o3)C2)cc1
(32) O=C(c1ccccc1F)N1CCCC(c2nc(C3CCOCC3)no2)C1 (stereo not given)

entry no.,25,26,27,28,29,30,31,32
SNCA expr inh,8%,-2%,33%[activator][87.6 µM],-9%,-27%,11%,-14%[87.6 µM],50%[activator]
GPT2 inhibitor,·,1%,1%[88.5 µM],·,1%,?,-13%[88.5 µM],i
HEK cytotox,·,-30%,-8%[172 µM],·,-16%,-3%,-28%[172 µM],-12%
IP6K1 inh,10,12,7,25,-4,-2,1,9
3T3 cytotox,·,-18%,i,·,-19%,i,-15%[138 µM],-20%
SNCA viab count,-1%,5%,-1%[87.6 µM],-4%,2%,-11%,6%[87.6 µM],6%
FLuc inh,·,-4%,0%[172 µM],·,4%,3%,0%[172 µM],-15%

(33) O=C(NC1CCCC1)C1CCCN1Cc1ccc(-c2cncnc2)cc1 (stereo not given)
(34) C#CCN(C)C(=O)[C@@H]1CCCN1[C@@H](C(=O)NC)c1ccccc1F
(35) CCc1cccc(C)c1NC(=O)c1cc(S(=O)(=O)N2CCOCC2)cn1C
(36) O=C1CCC2(CCN1)CCN(C(=O)C1CCCCC1)CC2
(37) O=C1CCCN1CCCN1C(=O)[C@H]2CN(Cc3ccncc3)C[C@H]2C1=O
(38) CCCN(CCC)CCCNC(=O)c1cn(CC)c2ccc(S(=O)(=O)N(C)C3CCCCC3)cc2c1=O
(39) CC(C)CNC(=O)c1ccc2c(c1)C1(CCN(C)C1)CN2CC1CC1 (stereo not given)
(40) Cc1noc(C)c1-c1cc2c(cc(C)n2C)c(N2CCN(Cc3ccccc3)CC2)n1

entry no.,33,34,35,36,37,38,39,40
SNCA expr inh,-3%[87.6 µM],2%[87.6 µM],8%,38%,9%,30%,15%[87.6 µM],2%[87.6 µM]
GPT2 inhibitor,-3%[88.5 µM],-5%[88.5 µM],·,4%,i,·,i,-1%[88.5 µM]
HEK cytotox,?,-18%[172 µM],·,5%,11%,·,?,?
IP6K1 inh,-1,-9,47,-7,7,-6,2,-9
3T3 cytotox,?,-15%[138 µM],·,?,i,·,?,45µM*
SNCA viab count,-9%[87.6 µM],1%[87.6 µM],-4%,3%,4%,-9%,6%[87.6 µM],-3%[87.6 µM]
FLuc inh,·,-14%[172 µM],·,-3%,-1%,·,8%[172 µM],5%[172 µM]

Given field by field: part of the list above.
#35 CCc1cccc(C)c1NC(=O)c1cc(S(=O)(=O)N2CCOCC2)cn1C
  SNCA expr inh: 8% | GPT2 inhibitor: · | HEK cytotox: · | IP6K1 inh: 47 | 3T3 cytotox: · | SNCA viab count: -4% | FLuc inh: ·

#40 Cc1noc(C)c1-c1cc2c(cc(C)n2C)c(N2CCN(Cc3ccccc3)CC2)n1
  SNCA expr inh: 2%[87.6 µM] | GPT2 inhibitor: -1%[88.5 µM] | HEK cytotox: ? | IP6K1 inh: -9 | 3T3 cytotox: 45µM* | SNCA viab count: -3%[87.6 µM] | FLuc inh: 5%[172 µM]

#33 O=C(NC1CCCC1)C1CCCN1Cc1ccc(-c2cncnc2)cc1 (stereo not given)
  SNCA expr inh: -3%[87.6 µM] | GPT2 inhibitor: -3%[88.5 µM] | HEK cytotox: ? | IP6K1 inh: -1 | 3T3 cytotox: ? | SNCA viab count: -9%[87.6 µM] | FLuc inh: ·

(continued)
(41) COc1ccc(O[C@H]2COCCN(S(=O)(=O)c3ccc(Cl)cc3)C2)cc1
(42) Cc1ncsc1CN1CCC[C@H]1C(=O)N1CCCCCCNC(=O)CC1
(43) CC(C)C(=O)NCC1Cn2cccc2C(=O)N1Cc1ccccc1 (stereo not given)
(44) COc1cccc(CN2CCC3(C2)C(=O)N(C)C(=O)N3C)c1 (stereo not given)
(45) Cc1cccc(NC(=O)N2CCC(CC(=O)NCc3ccccc3)C2)c1C (stereo not given)
(46) Cc1c(CC(=O)NCC2CC2)c2c(n1Cc1ccccc1F)CCCC2=O
(47) CCc1c(C)nc(N)nc1NCc1noc(COC)n1
(48) CCc1cnc2c(c1SCC(=O)Nc1ccc(Cl)cc1)c(=O)n(C)c(=O)n2C

entry no.,41,42,43,44,45,46,47,48
SNCA expr inh,2%[87.6 µM],40%[activator],0%,-15%,32%[activator],-15%,-5%,0%
GPT2 inhibitor,5%[88.5 µM],-20%,-4%,-9%,i,3%,i,·
HEK cytotox,?,-11%,-28%,-16%,-12%,-2%,-1%,·
IP6K1 inh,5,-1,-10,-15,16,5,-13,-19
3T3 cytotox,?,-23%,-1%,-15%,0%,-14%,?,·
SNCA viab count,4%[87.6 µM],0%,-17%,4%,-4%[12.5 µM],-3%,8%,-3%
FLuc inh,0%[172 µM],?,3%,8%,-4%,0%,-4%,·

(49) Cn1c(-c2ccccc2)cnc1NCc1ccccc1O
(50) COCCNC(=O)c1cc(-c2cc(Cl)cc(Cl)c2)c2nncn2n1
(51) Cc1ccc(NC(=O)Cn2c(=O)c(-c3noc(C)n3)c3n(c2=O)CCCCC3)c(Cl)c1
(52) O=C(c1ccc2c(c1)OCO2)N1CCc2nn(Cc3ccccc3)c(=O)n2CC1
(53) O=C(O)c1cc2c(s1)CCN(C(=O)c1ccc(Cl)cc1)C2
(54) COc1ccc(NC(=O)c2cnc3c(c2)N(c2ccccc2OC)CCC3)cn1
(55) CCc1nc2c(=O)n(CC(=O)N3CCN(c4ccccc4F)CC3)nc(C)c2s1

entry no.,49,50,51,52,53,54,55
SNCA expr inh,127%[activator],23%[87.6 µM],-13%,18%,4%,-26%[87.6 µM],12%
GPT2 inhibitor,·,i,-7%,i,-4%,1%[88.5 µM],i
HEK cytotox,·,-9%[172 µM],-5%,?,11%,?,-10%
IP6K1 inh,-17,19,3,-12,1,17,6
3T3 cytotox,·,-4%[138 µM],-8%,-13%,-13%,?,-21%
SNCA viab count,4%,6%[12.5 µM],2%,4%,-2%,-21%[87.6 µM],-2%
FLuc inh,·,·,9%,-2%,-3%,11%[172 µM],-9%
